3CLpro inhibitor = SARS-CoV 3CLpro protease inhibition; P0C6X7; recombinant SARS-CoV 3CLpro, quenched FRET peptide cleavage; inhibition, % at 6 µM; hit rate 0.14% among 290,000; AID 1706; in the data active = inhibition above about 12%
Y pestis TopoI = Y. pestis Topo-I inhibition via cleavage products; Y. pestis Topo-I cleavage product accumulation, plate reader; activity, % at 10 µM; hit rate 0.064% among 360,000; AID 504884; in the data active = activity above about 50%, passing the limit was not always enough; inconclusive = no clear call, values can overlap the other calls; also: inactives centre near 2
BH1578 lux ind = quorum light induction in luxS cqsA deficient V. cholerae; V. cholerae BH1578 lux reporter, luminescence, 6 h; activation, % at 18.7 µM; hit rate 0.16% among 350,000; in the data active = activation mostly above about 9.7%, no sharp cut-off; inconclusive = no clear call, values can overlap the other calls; inactive = mostly below about 3.7%; also: not every result past the cut was called active; inactives centre near 0; reference of the scale not given here
SSB-PriA inh = blocks PriA binding to SSB C-terminal tail; AlphaScreen SSBct-PriA binding, biotinylated peptide; inhibition, % at 33 µM; hit rate 0.6% among 430,000; AID 1272365; in the data active = inhibition mostly above about 37%, no sharp cut-off; inactive = mostly below about 20%;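 also: plate controls were negative control peptide for no effect and reference peptide for full effect; strong numbers were not always called active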
TcdB inh = blocks C. difficile toxin B glycohydrolase activity; P18177; TcdB glycohydrolase enzymatic assay, plate reader; inhibition, % at 9.99 µM; hit rate 0.24% among 350,000; in the data active = inhibition above about 10%
PrPC surface inh = cell surface PrPC inhibition, primary TR-FRET screen. hit rate 0.43% among 370,000. P04156. inhibition, % at 13.8 µM. TR-FRET read-out; in the data active = inhibition above about 24%; also: 0% = median of the test wells and 100% = reference compound wells
BoNT-A LC inh2 = inhibitors of Botulinum neurotoxin A light chain protease. multiplex microsphere protease substrate cleavage, flow cytometry. inhibition, % at 10 µM. hit rate 0.17% among 360,000. AID 588499; also: plate controls were buffer without enzyme for full effect and enzyme alone for no effect
Anthrax LF prot = anthrax lethal factor protease inhibition; P15917; inhibition, % at 10 µM; multiplex microsphere protease cleavage assay, LF; hit rate 0.12% among 360,000; also: plate controls were buffer without enzyme for full effect and enzyme alone for no effect
Target sequence (P15917 whole entry, looked up): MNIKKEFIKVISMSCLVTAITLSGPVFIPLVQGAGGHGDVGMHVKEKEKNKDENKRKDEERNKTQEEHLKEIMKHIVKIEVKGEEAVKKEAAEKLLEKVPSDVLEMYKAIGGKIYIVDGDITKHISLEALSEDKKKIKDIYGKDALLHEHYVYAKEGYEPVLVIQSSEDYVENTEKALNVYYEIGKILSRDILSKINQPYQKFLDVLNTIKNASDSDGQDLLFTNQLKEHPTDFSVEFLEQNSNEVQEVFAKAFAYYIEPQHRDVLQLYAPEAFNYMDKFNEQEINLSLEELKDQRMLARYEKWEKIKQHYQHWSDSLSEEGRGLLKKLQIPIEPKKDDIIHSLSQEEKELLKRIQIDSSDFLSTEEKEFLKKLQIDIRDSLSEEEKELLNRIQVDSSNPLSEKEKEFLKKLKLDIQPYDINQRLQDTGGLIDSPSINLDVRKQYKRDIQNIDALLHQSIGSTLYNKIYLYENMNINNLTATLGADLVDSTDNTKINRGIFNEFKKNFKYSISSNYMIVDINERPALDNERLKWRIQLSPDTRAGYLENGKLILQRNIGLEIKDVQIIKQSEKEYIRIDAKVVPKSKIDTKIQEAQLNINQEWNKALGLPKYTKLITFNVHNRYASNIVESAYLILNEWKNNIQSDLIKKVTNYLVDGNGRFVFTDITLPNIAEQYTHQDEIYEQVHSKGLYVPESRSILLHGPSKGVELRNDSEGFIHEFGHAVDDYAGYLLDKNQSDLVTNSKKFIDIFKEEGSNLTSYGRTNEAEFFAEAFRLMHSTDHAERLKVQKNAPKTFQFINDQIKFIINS
PfHsp40 yeast = compounds rescuing yeast from Plasmodium falciparum HSP40 toxicity; S. cerevisiae expressing PfHsp40, growth rescue, ATP luminescence; growth rescue, % at 12.5 µM; hit rate 0.68% among 340,000; AID 504582; in the data active = growth rescue above about 28%, passing the limit was not always enough; inconclusive = no clear call, values can overlap the other calls;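 also: yeast W303a lacking pdr1 and pdr3 grown in galactose medium; growth measured after three days at 30 °C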
The depositor's hits bear a star; i = inactive; ? = inconclusive; nt = no result given; & = joins results of further samples. Rule as the data show it, unless noted: active = inhibition above about 30%; inconclusive = no clear call, values can overlap the other calls; inactive = below that. The list is partial; the hit share may differ from the screen's.

SMILES | 3CLpro inhibitor | Y pestis TopoI | BH1578 lux ind | SSB-PriA inh | TcdB inh | PrPC surface inh | BoNT-A LC inh2 | Anthrax LF prot | PfHsp40 yeast
Cc1ccc(C(=O)N2CC(C)CC(C)C2)cc1NC1=NC2CS(=O)(=O)CC2S1 (stereo unspecified) | -3 | -2 | -0.3 | -10 | 0.8 | -3 | -0.6 | -8 | 0.4
CCN(CC)c1ccc(S(=O)(=O)N2CCCCC2)cc1NC(=O)C1=COCCO1 | nt | 38 | 1.2 | -8 | 1.1 | -1 | -42 | -10 | 0.9
C/C(N)=C(/C#N)C(=O)COC(=O)c1cc(C)n(-c2ccc(F)cc2)c1C | 4 | 14&3 | -2.8 | 8 | 1.4 | -4&-3 | -2.5&0.5 | 2&9 | 1.0&-1.1
C1=C(CCNc2ncnc3nc[nH]c23)CCCC1 | -3 | 2 | -0.3 | -7 | 1.0 | 2 | -0.4 | 4 | -1.4
O=C(c1cc2c(s1)CCCC2)N1CCN(S(=O)(=O)c2ccccc2C(F)(F)F)CC1 | 6 | 58* | -0.3 | 2 | nt | -2 | -1.0 | -1 | 1.0
CC1(C(=O)NS(=O)(=O)c2cccc(F)c2)CCN1C(=O)c1cccc2ccccc12 (stereo unspecified) | nt | 5 | i | nt | -0.5 | 0 | 0.6 | 0 | nt
CCN1C(=O)[C@H]2[C@@H](c3ccc(-c4cccc(Cl)c4)cc3)N[C@@](C)(C(=O)OC)[C@H]2C1=O | nt | -7 | -0.4 | -2 | -3.8 | 1 | -0.8 | -3 | 0.9
O=C(/C=C/c1cc[n+](CC(=O)c2ccc3cccc4c3c2CC4)cc1)c1ccc2cccc3c2c1CC3 | 0 | -27 | 4.3 | 3 | nt | nt | 8.0 | -18 | 10
N#C/C(=C(/O)Cc1ccccc1)P(=O)(c1ccccc1)c1ccccc1 | 1 | 1 | 0.2 | -7 | 0.5 | -2 | -0.2 | 12 | 1.1
O=c1c2cccnc2n(-c2ccccc2)n1Cc1c(Cl)cccc1Cl | 5 | 4 | -0.6 | -22 | -0.2 | -5 | -2.1 | 3 | -1.4
O=C1C2C(C(=O)N1/N=C/c1ccc([N+](=O)[O-])o1)C1C=CC2C12CC2 (stereo unspecified) | 6 | -10 | -0.3 | nt | nt | -10 | -0.4 | -1 | -0.2
COc1cc(C(C(=O)NC2CCCCC2)N(C(=O)Cc2c[nH]c3ccccc23)c2ccccc2C)cc(OC)c1OC (stereo unspecified) | 5 | 12 | -0.2 | 11 | nt | 12 | -0.1 | -2 | 1.1

Part of the list above, set out differently.
CCN1C(=O)[C@H]2[C@@H](c3ccc(-c4cccc(Cl)c4)cc3)N[C@@](C)(C(=O)OC)[C@H]2C1=O
  3CLpro inhibitor: nt
  Y pestis TopoI: -7
  BH1578 lux ind: -0.4
  SSB-PriA inh: -2
  TcdB inh: -3.8
  PrPC surface inh: 1
  BoNT-A LC inh2: -0.8
  Anthrax LF prot: -3
  PfHsp40 yeast: 0.9

O=C(/C=C/c1cc[n+](CC(=O)c2ccc3cccc4c3c2CC4)cc1)c1ccc2cccc3c2c1CC3
  3CLpro inhibitor: 0
  Y pestis TopoI: -27
  BH1578 lux ind: 4.3
  SSB-PriA inh: 3
  TcdB inh: nt
  PrPC surface inh: nt
  BoNT-A LC inh2: 8.0
  Anthrax LF prot: -18
  PfHsp40 yeast: 10

N#C/C(=C(/O)Cc1ccccc1)P(=O)(c1ccccc1)c1ccccc1
  3CLpro inhibitor: 1
  Y pestis TopoI: 1
  BH1578 lux ind: 0.2
  SSB-PriA inh: -7
  TcdB inh: 0.5
  PrPC surface inh: -2
  BoNT-A LC inh2: -0.2
  Anthrax LF prot: 12
  PfHsp40 yeast: 1.1

Next part.
SMILES | 3CLpro inhibitor | Y pestis TopoI | BH1578 lux ind | SSB-PriA inh | TcdB inh | PrPC surface inh | BoNT-A LC inh2 | Anthrax LF prot | PfHsp40 yeast
Nc1nc(C2CC(=O)OC23CCCCC3)cs1 (stereo unspecified) | 1 | 7 | -0.6 | -14 | nt | 5 | 0.0 | -1 | -0.8
COc1cc(C2C(C(=O)Nc3ccccc3OC)=C(C)Nc3ncnn32)ccc1O (stereo unspecified) | 3 | -3 | -0.2 | -10 | -3.2 | 2 | -0.9 | 1 | -1.0
Cc1csc(=O)n1CC(=O)OCC(=O)Nc1cc(S(=O)(=O)N2CCOCC2)ccc1Cl | nt | 1 | -2.9 | -2 | -1.3 | -4 | -2.6 | -3 | 1.0
Cc1cc(C(=O)Cn2nc(C(=O)O)c3ccccc3c2=O)c(C)n1-c1ccc(F)cc1 | -1 | ? | -0.2 | -5 | 0.4 | 0 | -0.6 | 0 | -0.2
COC(=O)CC(NC(=S)N1CC2C[C@@H](C1)Cn1c2cccc1=O)C(=O)OC (stereo partly specified) | -5 | -1 | i | 0 | 1.0 | 1 | 1.3 | -9 | -1.4
C=CCOc1ccc2c(c1)c(=O)cc(C(=O)O)n2CC | 0 | 13 | i | -15 | 0.0 | -4 | 0.6 | 6 | -1.3
COCCN(CC1CCCN(C2Cc3ccccc3C2)C1)C(=O)CCSC (stereo unspecified) | -1 | -1 | -0.1 | -2 | 0.3 | -5 | 0.8 | -12 | 2.3
Cc1nn(-c2ccccc2)c(C)c1/C=N/n1c(-c2ccc(Cl)cc2)n[nH]c1=S | 3 | 1 | -0.2 | nt | -0.5 | -1 | 0.0 | -1 | 1.3
CN(C(=O)c1ccc(NC(=O)Cc2cccc(NC(=O)C3CCCN(C(=O)C4CC4)C3)c2)cc1)C1CCCC1 (stereo unspecified) | nt | 6 | i | -8 | 1.3 | 2 | 0.6 | 5 | -0.3
CCOC(=O)c1[nH]cnc1C(=O)Nc1cccc(OC)c1 | -1 | 4 | i | -9 | 2.6 | 6 | -0.6 | -4 | 1.0
CCOc1ccc(-n2c(C)cc(/C=N/N(C)C)c2C)cc1 | 3 | 7 | i | nt | -0.6 | -14 | -0.4 | -19 | -0.6
COc1ccc(CCn2c(SCC(=O)Nc3cc(C)on3)nc3ccccc3c2=O)cc1OC | 5 | -4 | nt | 3&0 | nt | 0 | -0.8 | -12 | -1.0
CC1CCc2nc(NC(=O)CCSc3ccccc3)sc2C1 (stereo unspecified) | -1 | 2 | -0.2 | -15 | 0.4 | -6 | -0.3 | -4 | -0.7
Cc1cccc(C(=O)Nc2ccc3c(c2)nc(C)n3C)c1 | -6 | 2 | i | -1 | -7.0 | 0 | 0.0 | -3 | 0.1
CCNC(=O)Oc1ccc[nH]c1=O | -1 | -3 | i | -7 | -0.6 | 1 | -3.1 | -2 | -1.6
Cc1c(C(=O)N2CC3(CC(c4cccc(NC(=O)CC(c5ccccc5)c5ccccc5)c4)=NO3)C[C@@H]2C(N)=O)cc([N+](=O)[O-])cc1[N+](=O)[O-] (stereo partly specified) | nt | 17 | -0.2 | 14 | 0.2 | -9 | 0.2 | -1 | 1.6
Cc1cc(C)n(C(=O)c2ccc(S(=O)(=O)N3CCOCC3)cc2)n1 | 0 | 11 | 2.4 | -23 | 0.1 | nt | 0.5 | 0 | 0.3
COc1cccc2c(O)c(-c3ccccc3)c(=O)[nH]c12 | nt | 10 | 1.1 | 1 | 1.8 | 0 | nt | nt | nt
O=C(Cc1ccc([N+](=O)[O-])cc1)Nc1ccc(Cl)cc1 | 1 | -1 | 4.8 | 4 | 0.8 | -11 | 1.3 | -4 | -1.3
CN(CC(=O)Nc1cccc(F)c1)C(=O)c1cc(S(=O)(=O)N2CCN(c3ccccc3)CC2)ccc1Cl | nt | 0 | i | 4 | 1.4 | 0 | -1.1 | -1 | 0.9
COc1cccc2c1OCC/C2=N\NC(=O)C(C)Oc1ccc([N+](=O)[O-])cc1 (stereo unspecified) | 1 | -10 | -1.0 | nt | 0.4 | 2 | 0.5 | 0 | 0.2
Cn1nnnc1Sc1ncnc2scc(-c3cccs3)c12 | nt | 7 | i | 3 | nt | nt | nt | nt | 9.3
COc1ccc(NC(=O)CO/N=C/C(=O)Nc2ccccc2C)c([N+](=O)[O-])c1 | nt | -2 | -0.6 | nt | 1.4 | -19 | 0.3 | -5 | -1.1
Fc1ccc(-c2csc(NC3=NCCC3)n2)cc1 | 1 | -1 | i | -8 | 0.5 | 1 | -0.8 | -4 | -0.2
O=Cc1c(-c2ccc(Cl)cc2)oc2ccc(O)cc12 | nt | -1 | -0.1 | -6 | 0.9 | -4 | nt | nt | nt
O=C(OCc1ccc([N+](=O)[O-])cc1)c1cc2ccccc2oc1=O | nt | -4 | i | -9 | -0.2 | 0 | -2.4 | -6 | -1.2
O=C(CSc1nnc(-c2ccco2)o1)NC1CCCCC1 | -3 | -11 | -5.0 | -6 | nt | 5 | -1.9 | -3 | -0.1
CCCCn1c(O)c(/C=C/C=Nc2ccccc2)c(=O)[nH]c1=O | -2 | -6 | -0.3 | nt | nt | -4 | -0.2 | -1 | ?
CN(CC(=O)C(C(N)=O)c1ccccc1)c1ccccc1 (stereo unspecified) | nt | -9 | -1.2 | nt | -3.8 | 9 | 0.3 | 1 | nt
Cc1ccc(NC(=O)CN(C)C(=O)c2ccc(Sc3nncn3C)c([N+](=O)[O-])c2)cc1 | nt | 4 | i | 3 | 2.4 | -23 | 1.9 | 2 | 1.0
CCOc1ccc(NC(=O)CSc2nnc(-c3ccoc3C)n2CC2CCCO2)cc1 (stereo unspecified) | -1 | 12 | -0.2 | 9 | nt | 6 | 0.5 | -1 | -0.4
COCCCN1C2=C(C(=O)CC(C)(C)C2)C(c2ccc(OC)c(OC)c2)C2=C1CC(C)(C)CC2=O | 3 | 6 | i | -8 | -8.2 | -5 | 0.6 | 1 | 0.3
O=C(O)CC1S/C(=N\N=C2CCCCCC2)N(c2ccccc2)C1=O (stereo unspecified) | 4 | -1 | -0.5 | nt | 0.0 | -1 | 0.0 | -2 | -0.6
Cn1c(CN2CCN(C(=O)c3ccccc3Cl)CC2)nc2cc([N+](=O)[O-])ccc21 | -5 | 0 | -0.8 | -4 | 1.9 | 2 | 0.1 | -1 | -0.3
Cc1c(CC(=O)O)c(=O)oc2c(C)c(OCc3nn[nH]n3)ccc12 | -3 | -3 | 0.1 | -10 | -0.7 | -1 | -0.6 | 1 | 0.8
COc1ccc(N(C(=O)Cn2nnc3ccccc32)C(C(=O)NCc2ccco2)c2ccncc2)cc1 (stereo unspecified) | 4 | 13 | 0.0 | -1 | 0.8 | 3 | 1.0 | 7 | 0.9
Cc1ccc(CNC(=O)CCC2CCCN(Cc3cc4ccccc4o3)C2)o1 (stereo unspecified) | -1 | 4 | 3.7 | -4 | 0.1 | -8 | -1.3 | 2 | -0.7
CC(=O)CC(=O)Nc1ccccc1NC(C)=O | -3 | 7 | 0.1 | 2 | nt | -4 | -1.4 | -3 | -0.6
CCN(CC)S(=O)(=O)c1cccc(C(=O)OCC(=O)NCCN2C(=O)CSC2=O)c1 | nt | -2 | -0.8 | -11 | -3.2 | 7 | -0.1 | 2 | -0.3
O=[N+]([O-])c1ccc(CSc2nnc(Cc3ccccc3)o2)cc1 | -2 | 30 | -0.5 | 15 | 0.9 | -2 | -1.3 | -4 | 1.9
O=C(N/N=C/c1ccccc1O)/C(=C/c1ccccc1)CCO | 4 | 2 | i | nt | nt | 5 | -2.1 | -1 | 0.2
CN(C)Cc1cc2ccccc2c2c1COC2 | -2 | 1 | -0.2 | -10 | 0.5 | -4 | -11 | -3 | -0.7
COc1ccc([C@H]2Cc3cc(O)cc(O)c3C(=O)O2)cc1O | nt | -5 | i | -6 | -2.6 | 5 | 0.6 | 3 | 1.1
C=CCNC(=O)COC(=O)CCC(=O)c1cccs1 | 5 | 3 | 2.4 | -11 | 0.7 | 0 | 0.6 | -9 | 0.2
COc1ccccc1NC(=O)Nc1ccncc1 | 0 | -8 | -0.3 | -11 | 0.6 | -5 | 0.2 | -2 | 0.5
CCOC(=O)CSc1n[nH]c(NC(=O)c2cccc(C)c2)n1 | 3 | 6 | -0.2 | -9 | nt | 1 | -0.7 | -1 | -0.6
Fc1ccc(C2=CCN(C(c3ccc(Cl)cc3)c3nnnn3Cc3ccccc3)CC2)cc1 (stereo unspecified) | 1 | 20 | i | -4 | 1.1 | -3 | 0.1 | 0 | -1.1
COc1ccc(C(=O)C(CN2CCOCC2)c2ccccc2)cc1 (stereo unspecified) | -2 | 9 | -7.1 | -7 | 1.2 | 6 | -0.4 | -4 | 2.9
